D3 ag = qHTS of D3 Dopamine Receptor Agonist: qHTS; max activation, %; 410,000 compounds, 0.58% hits; AID 652048, 2013; D3R DiscoveRx beta-arrestin cells, luminescence, 90 min; D(3) dopamine receptor (Homo sapiens), P35462; in the data active means max activation above about 30%; further: 0% is about no effect; mostly tested at two doses, the higher about 12 µM
Target sequence (P35462 whole entry, looked up): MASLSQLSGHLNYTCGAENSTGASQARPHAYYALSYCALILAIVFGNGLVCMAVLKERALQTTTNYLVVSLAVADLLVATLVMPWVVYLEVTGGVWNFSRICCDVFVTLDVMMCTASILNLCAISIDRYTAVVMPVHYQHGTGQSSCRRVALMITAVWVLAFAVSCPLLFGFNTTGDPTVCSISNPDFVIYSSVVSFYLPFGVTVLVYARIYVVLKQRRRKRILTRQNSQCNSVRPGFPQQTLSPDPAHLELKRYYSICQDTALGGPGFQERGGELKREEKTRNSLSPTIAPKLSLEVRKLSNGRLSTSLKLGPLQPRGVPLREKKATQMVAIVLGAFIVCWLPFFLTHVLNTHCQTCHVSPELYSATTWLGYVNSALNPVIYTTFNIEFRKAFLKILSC
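Agonist-mode cell screen: cells plated at 1500/well and incubated overnight at 37 °C, then exposed to library compounds for 90 min at 37 °C. Detection reagent was added for 30–60 min at room temperature, and luminescence was read.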
SW480 rerep = A quantitative high throughput screen for small molecules that induce DNA re-replication in SW480 colon adenocarcinoma cells. 340,000 compounds, 1.8% hits. Potency, µM (doses to about 46.1 µM), for inactives: at the highest dose re-replication activation, usual class: activators. SW480 DNA re-replication, Hoechst DNA content imaging, 48 h; further: potency means the concentration at half of the fitted maximal effect; % of control where 0% means no effect; nearly all actives have a fitted effect of over 55% in size
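First, 250 cells per well were seeded. Next, compound or vehicle (23 nL) was pinned in, plates sat 48 hr at 37 C. Finally Hoechst was added for 40 min before fluorescence scanning.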
IL-1B inflam inh = qHTS for Inhibitors of Inflammasome Signaling: IL-1-beta AlphaLISA Primary Screen; 360,000 compounds, 4.7% hits; activity change, % at 57.5 µM; THP-1 LPS/ATP IL-1B secretion, AlphaLISA, 16 h; active compounds read low; in the data active means activity change below about -50%; inconclusive means mostly about -30% to -49%; further: on the % scale 0 is the no-effect control and ±100 the full control effect
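THP-1 cells pretreated 1 hr with compounds (up to 57.5 uM final), then stimulated with LPS (250 ng/mL final) plus ATP (1.25 mM final); secreted IL-1B measured by AlphaLISA after 16 hr, decreased signal indicating inhibition.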
HT1080-NT tox = qHTS for induction of synthetic lethality in tumor cells producing 2HG: qHTS for the HT-1080-NT fibrosarcoma cell line; HT-1080-NT fibrosarcoma viability, CellTiter-Glo ATP luminescence, 48 h; Potency, µM (titrated, usually from 46.1 µM), without a hit: at the top dose activity, negative = less viability, actives largely listed as cytotoxic; 360,000 compounds, 1.6% hits; AID 686970, 2013;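 further: NT is the 2HG producing partner of a matched IDH1 knockdown line; potency means the concentration at half of the fitted maximal effect; 0% = DMSO-treated cells and -100% = media-only wells without cells; nearly all actives have a fitted effect of over 55% in size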
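HT-1080-NT; 750 cells/well; 5% FBS RPMI; 48 h compound, 37 degrees C; CellTiter-Glo luminescence; curve fitting and curve-class assignment.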
HT1080 IDH1KD tx = qHTS for induction of synthetic lethality in tumor cells producing 2HG: qHTS for the HT-1080-IDH1KD cell line | HT-1080 IDH1 knockdown viability, ATP luminescence, 48 h | Potency, µM (series often up to 46.1 µM), for inactives: top-dose activity, negative = toxicity, actives largely listed as cytotoxic | AID 686971, 2013 | 360,000 compounds, 2% hits;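 further: potency means the concentration at half of the fitted maximal effect; 0% = DMSO wells and -100% = cell-free medium wells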
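% activity derives from luminescence (CellTiter-Glo), normalised to DMSO and no-cell wells. HT-1080-IDH1KD cells, 750/well, had 48 h compound exposure at 37 °C.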
KB-V1 cytotox = qHTS assay for MDR1-selective chemotherapeutics: Primary screen using the drug-selected MDR subline cells KB-V1; KB-V1 MDR cells viability, CellTiter-Glo, 72 h; Potency, µM (series often up to 46.1 µM), without a hit: top-dose activity change, negative = cytotoxicity, usual class: cytotoxic; 400,000 compounds, 3.4% hits; AID 1347076, 2019; further: potency means the concentration at half of the fitted maximal effect; on the % scale 0 is the no-effect control and ±100 the full control effect; nearly all actives have a fitted effect of over 60% in size
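Luminescent ATP read-out (CellTiter-Glo, 10 min) measures survival of drug-selected KB-V1 MDR cells after 72 h, 37 degrees C compound exposure. Medium: phenol-red-free DMEM, 10% FBS. Values from fitted concentration-response curves.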
MCF10A rerep = A quantitative high throughput screen for small molecules that induce DNA re-replication in MCF 10a normal breast cells; MCF 10A DNA re-replication, Hoechst nuclear intensity, 48 h; Potency, µM (doses to about 46.1 µM), for inactives: at the highest dose activity, positive = re-replication, usual class: activators; 350,000 compounds, 2.9% hits; AID 624296, 2012; further: potency means the concentration at half of the fitted maximal effect; % of control where 0% means no effect; nearly all actives have a fitted effect of over 50% in size
GLP1R cytotox = qHTS of GLP-1 Receptor Inverse Agonists: Cytotox Screen; Potency, µM (doses to about 38.3 µM), without a hit: at the highest dose activity change, negative = inhibition, actives largely listed as inhibitors; HEK293 cAMP-luciferase reporter cells, luminescence, 24 h; AID 624418, 2012; 410,000 compounds, 0.13% hits;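 further: loss of luciferase light is scored as toxicity; potency means the concentration at half of the fitted maximal effect; on the % scale 0 is the no-effect control and ±100 the full control effect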
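To flag toxic compounds, the library was rerun on cells for 24 hr at 37 deg C and 5% CO2. Viability-linked luminescence was captured 12 min after adding luciferase detection reagent.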
KB-3-1 cytotox = qHTS assay for MDR1-selective chemotherapeutics: Primary screen using the parental adenocarcinoma cell KB-3-1. KB-3-1 viability, CellTiter-Glo ATP luminescence, 72 h. 400,000 compounds, 1.4% hits. Potency, µM (doses to about 46.1 µM), without a hit: at the highest dose activity change, negative = cytotoxic, actives largely listed as cytotoxic; further: potency means the concentration at half of the fitted maximal effect; on the % scale 0 is the no-effect control and ±100 the full control effect; nearly all actives have a fitted effect of over 60% in size
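Multi-concentration cytotoxicity screen in KB-3-1 cells grown in DMEM lacking phenol red with 10% FBS. After 72 h at 37 °C with compound, ATP-dependent luminescence was recorded.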
Active calls of the source: *; ? = inconclusive; . = not tested or not shown; [ ] = dose if it differs, or a comment. Unless noted, the call rests on the fitted dose curve; in most records, active means well fitted curve in the direction sought with a large enough effect; inconclusive means small, poorly fitted or top-dose-only effect, or another doubt; inactive means no such curve, though single readings can be large; an effect the other way counts as inactive or inconclusive.

SMILES	D3 ag	SW480 rerep	IL-1B inflam inh	HT1080-NT tox	HT1080 IDH1KD tx	KB-V1 cytotox	MCF10A rerep	GLP1R cytotox	KB-3-1 cytotox
COc1ccc(CCNC(=O)c2ccc(=O)[nH]n2)cc1OC	-2	4%	11	7%	10%	7%	1%	-9%	9%
CC(=O)N/C(=C\c1ccccc1)C(=O)OCC(=O)N(C)C1CCCCC1	-5	?	0	-5%	2%	16µM*	-86%[inhibitor]	67%[activator]	22%
COc1cccc(NC(=O)CN(C)CC(=O)Nc2ccc(C)c([N+](=O)[O-])c2)c1	12	1%	-3	-17%	-15%	?	?	-4%	27%
CCn1nc(NS(=O)(=O)c2ccc([N+](=O)[O-])cc2)c2cc3ccccc3nc21	-14	-15%	22	-10%	-15%	22%	?	-28%	0%
C#CCNC(=O)C1=C[C@@H](c2ccccc2)[C@H](CCCO)[C@@H](OCC)O1	11	23µM*	8	?	-13%	-1%	?	1%	0%
O=C1N[C@H](Cc2ccccc2)COC(=O)[C@H](Cc2ccc(F)cc2)CC/C=C/C[C@@H]1CC(=O)N(CCO)Cc1ccccc1	-1	7%	-55*	-20%	?	?	12%	-2%	-24%
COc1ccc(N(CC(=O)NCc2ccc(F)cc2)C(=O)CCC(=O)Nc2nccs2)cc1	-22	15%	18	-13%	1%	-11%	?	0%	-23%
CCCc1nc2ccccc2c(=O)n1/N=C/c1c(C)[nH]n(-c2ccc(C)cc2)c1=O	-6	?	44	16µM*	18µM*	16µM*	11%	-9%	8.2µM*
CCOc1ccccc1CNC(=O)CN1C(=O)CCc2cc(S(=O)(=O)N3CCCCC3)ccc21	-8	.	.	.	.	-1%	.	7%	-18%
CCOC(=O)CNC(=O)N1CCCC(C(=O)c2ccc3c(c2)OCO3)C1 (configuration not stated)	1	-80%	-1	12%	5%	?	-2%	-34%	-1%
Cc1cccc(NC(=O)CN2C(=O)CCS(=O)(=O)c3ccccc32)c1C	-13	8%	0	?	13%	1%	8%	-9%	0%
COc1ccccc1CNC(=O)c1cc(S(=O)(=O)N2CCCCCC2)cn1C	7	.	.	.	.	0%	.	4%	0%
CN1/C(=C\C(=O)Nc2ccc(Cl)cc2)C(C)(C)c2ccccc21	3	0%	-58*	-21%	-18%	11%	?	-26%	15%
COc1ccc(S(=O)(=O)n2c([N+](=O)[O-])cnc2C)c(C)c1C	-1	-7%	15	4%	2%	?	-12%	-7%	7%
CCn1c(SCc2cccc(C)c2)nnc1-c1ccccc1	4	-1%	-12	5%	-14%	15µM*	14%	-9%	-1%
Cc1ccc(-c2csc(NC(=O)c3ccc([N+](=O)[O-])o3)n2)cc1	-5	6.5µM*	-106*	4%	-27%	-17%	4.1µM*	0%	?
O=C(NCc1ccccc1)Nc1cccn(Cc2ccc(Cl)cc2)c1=O	5	0%	16	9%	-2%	?	0%	9%	-10%
CN(Cc1nccn1C)C(=O)c1ccc2nc(Cc3ccccc3F)oc2c1	2	12%	4	7%	11%	?	7%	-9%	3%
COc1ccc2c(c1)C(O)C(CO)C(C(=O)O)C2 (configuration not stated)	5	-1%	23	4%	6%	2%	-1%	-7%	6%
CN1CCN(NC(=O)/C=C/c2ccc(Br)cc2)CC1	-7	22%	0	13%	0%	0%	8%	3%	-1%
Cn1nc(C(=O)NNC(=O)c2cccc(Cl)c2)ccc1=O	-13	-1%	6	5%	2%	.	-3%	-7%	.
O=C(CN1CCCCC1)Nc1ccc(C(F)(F)F)cc1Cl	-11	-50%[inhibitor]	.	25%	21%	-3%	-12%	4%	-3%
COC(=O)N/N=C/c1cc(C)n(-c2ccc(Br)cc2)c1C	-8	7%	-6	-1%	-3%	-25%	-5%	-18%	?
CCC(=O)c1ccc(OCC(=O)NCc2ccccc2CN2CCCC2)cc1	2	2%	3	0%	28%	-11%	0%	15%	-22%
COC(=O)CSc1cc(C(F)(F)F)nc(-c2ccccn2)n1	1	-4%	?	0%	-8%	8%	-2%	5%	1%

Continuation:
SMILES	D3 ag	SW480 rerep	IL-1B inflam inh	HT1080-NT tox	HT1080 IDH1KD tx	KB-V1 cytotox	MCF10A rerep	GLP1R cytotox	KB-3-1 cytotox
CCOC(=O)C1=C(O)CCn2c1nc1ccccc12	9	-2%	-3	-8%	6%	-4%	-5%	-7%	0%
O=C(c1cc(COc2ccc3ncccc3c2)on1)N1CCC(O)CC1	1	-6%	11	-2%	-2%	-7%	-2%	1%	?
CCC(=O)c1cn(CC(=O)Nc2ccccc2)c2ccccc12	1	-18%	17	-7%	-20%	-14%	11%	4%	-3%
COC(=O)[C@@]12C[C@@H](CC(=O)NCC34CC5CC(CC(C5)C3)C4)C(=O)N(CCc3ccc(OC)c(OC)c3)C1=CCC(C)(C)C2	-16	.	-98*	?	?	23µM*	.	-26%	?
COCCOc1cc(Nc2nnc(C(F)(F)F)s2)c(Cl)cc1Cl	1	3%	-16	-26%	?	?	11%	-9%	?
Cc1ccccc1-n1ncc2c1CC(C)(C)CC2NC(=O)c1ccncc1 (configuration not stated)	-2	-8%	2	0%	2%	?	4%	-7%	0%
CCCn1c(SCC(=O)Nc2cc(S(=O)(=O)N3CCCCC3)ccc2C)n[nH]c1=O	3	-9%	19	5%	0%	?	-1%	0%	-1%
O=C(Oc1cccc2c(OC(=O)N3CCCC3)cccc12)N1CCCC1	-5	-24%	-3	-2%	-2%	-20%	?	0%	-20%
COc1ccc(-c2noc(COc3cc(C)c(Br)c(C)c3)n2)cc1OC	-12	.	.	.	.	18%	.	0%	0%
CC(C)C[C@H](NC(=O)c1nc[nH]c1C(=O)N1CCNCC1)C(=O)OCc1ccccc1	-22	-8%	-6	-1%	-2%	-4%	-2%	4%	-2%
CC12CCC(C(=O)C1)C1(C)CCCC(=O)C21 (configuration not stated)	4	-1%	16	-3%	-3%	?	-2%	72%[activator]	-1%
N#Cc1cc(C(=O)c2cc(F)ccc2O)cn(-c2nccs2)c1=O	-8	4%	23	-27%	-24%	-15%	?	-6%	0%
CC(C(=O)N1CCCCC1)N(C)CC(=O)Nc1cccc(F)c1 (configuration not stated)	-8	-1%	12	-3%	-2%	11%	-5%	-8%	-9%
O=C(O)C1C2C=CC3(O2)C1C(=O)N1c2ccccc2C2OCCC2C13 (configuration not stated)	1	-6%	17	-2%	2%[9.24 µM]	5%	-1%	4%	-3%
Cc1cc(C)c(NC(=S)N(C)C)c(C)c1	-11	-23%	15	-1%	12%	2%	1%	-15%	-1%
O=C(O)C1=CC[C@@H](c2ccc(Cl)cc2)N(S(=O)(=O)c2ccc(Cl)cc2)[C@H]1c1cccc(Cl)c1	-22	-2%	37	1%	-11%	-9%	11%	-11%	-2%
NNc1nc2c(Cl)ccc(Cl)c2s1	-10	-7%	-24	-21%	?	13%	19%	-11%[1.53 µM]	12%
Cc1ccccc1CN1CCC(N2CCC(C(=O)NCC3CCCO3)CC2)CC1 (configuration not stated)	-12	?	-8	1%	-2%	9%	?	-9%	-14%
CN(c1ccccc1)S(=O)(=O)c1nnc(NC(=O)COc2ccccc2F)s1	-2	-3%	-19	-18%	0%	13%	-1%	-7%	-11%
C/C(=C\C(=O)c1ccccc1)Nc1ccc2c(c1)OCO2	-1	?	-12	6%	27%	?	-60%[inhibitor]	-11%	0%

Profiles as entered above. Screens in order: D3 ag, SW480 rerep, IL-1B inflam inh, HT1080-NT tox, HT1080 IDH1KD tx, KB-V1 cytotox, MCF10A rerep, GLP1R cytotox, KB-3-1 cytotox
Entry for `Cc1ccccc1CN1CCC(N2CCC(C(=O)NCC3CCCO3)CC2)CC1` (configuration not stated) → -12, ?, -8, 1%, -2%, 9%, ?, -9%, -14%
Entry for `NNc1nc2c(Cl)ccc(Cl)c2s1` → -10, -7%, -24, -21%, ?, 13%, 19%, -11%[1.53 µM], 12%
Entry for `C/C(=C\C(=O)c1ccccc1)Nc1ccc2c(c1)OCO2` → -1, ?, -12, 6%, 27%, ?, -60%[inhibitor], -11%, 0%

Structures above containing a Cl atom (seven):
SMILES	D3 ag	SW480 rerep	IL-1B inflam inh	HT1080-NT tox	HT1080 IDH1KD tx	KB-V1 cytotox	MCF10A rerep	GLP1R cytotox	KB-3-1 cytotox
CN1/C(=C\C(=O)Nc2ccc(Cl)cc2)C(C)(C)c2ccccc21	3	0%	-58*	-21%	-18%	11%	?	-26%	15%
O=C(NCc1ccccc1)Nc1cccn(Cc2ccc(Cl)cc2)c1=O	5	0%	16	9%	-2%	?	0%	9%	-10%
Cn1nc(C(=O)NNC(=O)c2cccc(Cl)c2)ccc1=O	-13	-1%	6	5%	2%	.	-3%	-7%	.
O=C(CN1CCCCC1)Nc1ccc(C(F)(F)F)cc1Cl	-11	-50%[inhibitor]	.	25%	21%	-3%	-12%	4%	-3%
COCCOc1cc(Nc2nnc(C(F)(F)F)s2)c(Cl)cc1Cl	1	3%	-16	-26%	?	?	11%	-9%	?
O=C(O)C1=CC[C@@H](c2ccc(Cl)cc2)N(S(=O)(=O)c2ccc(Cl)cc2)[C@H]1c1cccc(Cl)c1	-22	-2%	37	1%	-11%	-9%	11%	-11%	-2%
NNc1nc2c(Cl)ccc(Cl)c2s1	-10	-7%	-24	-21%	?	13%	19%	-11%[1.53 µM]	12%

Compound activity deposited in PubChem by National Center for Advancing Translational Sciences (NCATS).
